High-throughput results deposited in PubChem by several laboratories.
AID2073: disruptors of CaV2.2 binding to Mint1 – biochemical, HTRF (AID 2073). HTRF protein-protein interaction, Mint1-CaV2.2; higher % means a stronger effect. actives 0.19% (n = 290,000). inhibition, % at 20 µM; hits with a dose series show IC50 in µM; in the data active means inhibition mostly above about 51%, no sharp cut-off; inconclusive means no clear call, values can overlap the other calls; inactive means mostly below about 53%; further: some results filed as inactive read as strong as hits
NS5 inhibitors: Dengue-2 NS5 methyltransferase inhibitors, primary screen, biochemical, confirmation dose response (AID 588689); Dengue-2 NS5 methyltransferase capping enzyme assay, biochemical; higher % means a stronger effect; one-dose inhibition, % at 25 µM; IC50 in µM for titrated hits; actives 0.3% (n = 340,000); in the data active means a potency from the dose series; inconclusive means inhibition above about 29% without an active follow-up result
RSV CPE inhibition: RSV antiviral activity via CPE protection, HEp-2 cells, primary 10 µM value included (AID 2391) | actives 0.13% (n = 310,000) | CPE inhibition, % at 10 µM; hits with a dose series show IC50 in µM | HEp-2 cells, RSV-induced CPE inhibition; higher % means a stronger effect; in the data active means a potency from the dose series; inconclusive means CPE inhibition mostly from about 23% at the one dose, without a potency; inactive means the rest, 99 in 100 with CPE inhibition below about 21%; further: strong numbers were not always called active
NTR1 agonist: agonists of NTR1, primary screen, imaging, U2OS cells, beta-arrestin-GFP, high content (AID 493036) | P30989 | NTR1-U2OS beta-arrestin-GFP spot imaging, agonist mode | activation, % at 20 µM | actives 0.17% (n = 330,000);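 active means activation at or above 40% of the spot to cytoplasm intensity ratio, with at least 20 cells analyzed; inconclusive means wells under 20 cells, flagged as cytotoxic or low count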;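 further: 0% = DMSO without peptide and 100% = 100 nM NTR1 peptide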
Target sequence (P30989 whole entry, looked up): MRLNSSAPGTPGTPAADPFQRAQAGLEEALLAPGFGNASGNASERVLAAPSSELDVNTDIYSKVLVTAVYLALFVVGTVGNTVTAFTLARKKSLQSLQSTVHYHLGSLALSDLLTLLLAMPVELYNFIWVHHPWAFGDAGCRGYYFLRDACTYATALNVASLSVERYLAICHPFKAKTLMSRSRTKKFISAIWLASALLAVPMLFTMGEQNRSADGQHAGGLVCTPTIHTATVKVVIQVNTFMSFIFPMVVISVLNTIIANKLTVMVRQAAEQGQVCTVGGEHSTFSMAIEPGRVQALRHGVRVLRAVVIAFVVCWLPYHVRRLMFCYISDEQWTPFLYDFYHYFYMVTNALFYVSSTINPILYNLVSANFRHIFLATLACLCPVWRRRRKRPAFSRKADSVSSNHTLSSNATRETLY
UTI89 phage lysis: inhibition of K1F phage lysis, E. coli UTI89, bacterial capsule biogenesis inhibitors, alamar blue (AID 488966). E. coli UTI89 K1F phage lysis, alamar blue, 2 h; higher % means a stronger effect. inhibition, % at 100 µM, or IC50 in µM where a hit was titrated. actives 0.02% (n = 340,000);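 active means phage lysis inhibition, versus mean bacterial control, above a set limit; inconclusive means no clear call, values can overlap the other calls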;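 further: capsule biogenesis inhibitors block K1F phage lysis so surviving cells raise fluorescence; higher fluorescence means more inhibition of phage lysis; actives were called in the ten point dose series up to 300 µM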
West Nile antiviral: inhibition of WNV-induced cytopathic effect – cell-based, CPE readout (AID 1621); West Nile virus-infected cells, CPE inhibition; higher % means a stronger effect; CPE inhibition, % at 10 µM; hits with a dose series show IC50 in µM; actives 0.02% (n = 290,000); in the data active means a potency from the dose series; inconclusive means CPE inhibition mostly from about 3.7% at the one dose, without a potency; inactive means the rest, 99 in 100 with CPE inhibition below about 2.2%; further: strong numbers were not always called active
SV40 large T antigen: TAg ATPase/helicase activity blockers – biochemical (AID 1903); actives 0.39% (n = 310,000); SV40 large T antigen ATPase/helicase inhibition assay; higher % means a stronger effect; inhibition, % at 20 µM, or IC50 in µM where a hit was titrated; in the data active means a potency from the dose series; inconclusive means inhibition mostly from about 32% at the one dose, without a potency; inactive means the rest, 99 in 100 with inhibition below about 32%; further: strong numbers were not always called active
SIAH1 antagonists: Siah-1 peptide-binding antagonists, primary screen, biochemical, fluorescence polarization, rhodamine-plectin, uHTS (AID 1817) | Siah-1 / rhodamine-plectin peptide fluorescence polarization; higher % means a stronger effect | displacement, % at 20 µM, or IC50 in µM where a hit was titrated | actives 0.02% (n = 290,000);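 active means displacement of at least 50% at 20 µM, with a fluorescence ratio check between 0.3 and a set limit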;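 further: plate controls were Siah plus tracer with DMSO for no effect and tracer alone without Siah for full effect; strong numbers were not always called active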
MgcRacGAP inhibition: MgcRacGAP GTPase-activating activity inhibitors, confirmation, biochemical, ADP Hunter fluorescence; MgcRacGAP-stimulated Rac1 GTP hydrolysis, ADP Hunter fluorescence; higher % means a stronger effect; GST-tagged Rac1 F28L mutant substrate; inhibition, % at 30 µM, or IC50 in µM where a hit was titrated; actives 0.6% (n = 340,000);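 active means first-screen hits whose inhibition reached a set limit at any dose in the follow-up dose series; inconclusive means inhibition above the set first-screen limit but never retested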;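 further: fluorescence reports GDP produced by GAP-driven GTP hydrolysis; strong numbers were not always called active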
NTR1 agonist cell count 20 µM: recorded beside NTR1 agonist, whose call it bears; cell count; measured here: cell count, cytotoxicity flag
NS5 inhibitors pilot replicate: recorded beside NS5 inhibitors, whose call it bears; inhibition, %; measured here: pilot screen replicate inhibition
Numbers without * were called inactive; ? = inconclusive; / = no result given; [ ] = dose if it differs, or a comment.

A first look (3 entries):
SMILES	AID2073	NS5 inhibitors	RSV CPE inhibition	NTR1 agonist	NTR1 agonist cell count 20 µM	UTI89 phage lysis	West Nile antiviral	SV40 large T antigen	SIAH1 antagonists	MgcRacGAP inhibition	others
O=C1CCCCC1Sc1nnc(-c2ccc3c(c2)OCO3)o1 (stereo unspecified)	4%	-5%	4.6%	1.5	40	0.2%	0.1%	3%	-3%	8%
COCCNC(=O)c1onc(CSc2ccccc2)c1C(=O)NCCOC	/	-7%	-0.1%	8.8	53	-1.6%	/	11%	/	7%
CCOC(=O)C1(Cc2cccc(Cl)c2)CCCN(C(=O)c2occc2C)C1 (stereo unspecified)	2%	-2%	15%	0.5	67	-0.1%	0.2%	4%	2%	9%

The whole of this part, repeating the preview:
SMILES	AID2073	NS5 inhibitors	RSV CPE inhibition	NTR1 agonist	NTR1 agonist cell count 20 µM	UTI89 phage lysis	West Nile antiviral	SV40 large T antigen	SIAH1 antagonists	MgcRacGAP inhibition	others
O=C1CCCCC1Sc1nnc(-c2ccc3c(c2)OCO3)o1 (stereo unspecified)	4%	-5%	4.6%	1.5	40	0.2%	0.1%	3%	-3%	8%
COCCNC(=O)c1onc(CSc2ccccc2)c1C(=O)NCCOC	/	-7%	-0.1%	8.8	53	-1.6%	/	11%	/	7%
CCOC(=O)C1(Cc2cccc(Cl)c2)CCCN(C(=O)c2occc2C)C1 (stereo unspecified)	2%	-2%	15%	0.5	67	-0.1%	0.2%	4%	2%	9%
CCc1cccc(CC)c1NC(=O)CSc1nnc(CCC(=O)O)c(=O)[nH]1	2%	5%	-0.7%	0.3	54	-0.3%	0.5%	8%	-3%	2%
COc1ccc(N(CC(=O)NCc2cccs2)S(=O)(=O)c2cccc(C)c2)cc1	/	8%	/	-0.2	60	0.4%[50 µM]	/	/	/	1%
O=C(NC1CCOC1)c1cc(COc2cccc(C(F)(F)F)c2)on1 (stereo unspecified)	0%	-4%	11%	-0.1	62	0.1%	0.1%	-1%	0%	-20%
COc1ccc(S(=O)(=O)NCC(=O)Nc2ccc(F)cc2)cc1	/	7%	-0.6%	-1.4	60	0.4%[50 µM]	/	/	/	9%
Cc1c(Cl)cccc1NC(=S)N(Cc1ccccc1)Cc1cccnc1	4%	-7%	-0.9%	2.7	58	4.3%	-1.5%	5%	0%	-4%
Cc1ccccc1Oc1cccc(C(=O)/C(C#N)=C/N(C)C)c1	4%	-7%	2.9%	-0.9	60	1.5%	0.3%	12%	-1%	7%
O=c1oc2ccccc2c2c1SC(C(F)(F)F)C2 (stereo unspecified)	14%	1%	1.3%	4.1	67	2.7%	-0.1%	16%	3%	5%
CC(C)(C)N1C(=O)[C@H]2[C@@H](c3ccc(Br)cc3)N3C(=O)N(c4ccccc4)C(=O)[C@@]3(Cc3ccccc3)[C@H]2C1=O	/	-2%	5.5%	4.8	86	1.0%	/	10%	/	2%
CN(CC(=O)NCCc1ccc(F)cc1)Cc1ccc(Br)cc1	6%	-3%	1.4%	0.5	49	0.7%	-1.0%	10%	2%	4%
CCOc1ccc(NC(=O)CSc2nc(N3CCOCC3)nc(N3CCOCC3)n2)cc1	-11%	-12%	1.3%	-0.7	64	-0.4%[50 µM]	-0.4%	9%	0%	5%
COc1ccc(S(=O)(=O)N(Cc2cc3cc(C)ccc3[nH]c2=O)CC2CCCO2)cc1 (stereo unspecified)	11%	-6%	-2.0%	-2.0	83	-0.1%	0.6%	8%	-5%	0%
Cc1ccc(Cn2nnc3c(=O)[nH]c(C(=O)NCc4ccco4)nc32)cc1	0%	-3%	1.3%	1.3	72	0.6%	-0.9%	8%	3%	9%
CSc1ncc(CNc2cc([N+](=O)[O-])ccc2C)c(N)n1	/	-6%	-1.9%	-0.4	83	-1.5%	0.5%	15%	/	5%
COc1ccccc1/C=N/n1cnnc1	-1%	-13%	1.9%	-1.1	89	3.6%	/	15%	-5%	11%
CN(C)c1ccc(CNc2ccc3c(c2)ncn3C)cc1	-11%	/	0.5%	-1.0	48	/	2.1%	22µM*	0%	/
O=S(=O)(c1ccccc1)c1nc(-c2ccco2)oc1NCc1ccccc1	46%	-15%	0.9%	0.7	76	0.8%	-0.1%	11%	2%	9%
CCN(CC(=O)Nc1ccc(OC)cc1)C(=O)c1ccc([N+](=O)[O-])cc1	4%	1%	2.0%	-1.9	52	0.2%	-0.2%	5%	7%	12%
CCCCSc1nnc(CCNC(=O)OC(C)(C)C)o1	3%	-4%	0.3%	0.7	51	-1.2%	-0.1%	14%	2%	9%
Cc1ccc(S(=O)(=O)N(C)CC(=O)N2CCC(C(N)=O)CC2)cc1	-16%	3%	/	1.1	52	0.2%	0.3%	/	-1%	2%
COc1ccc(S(=O)(=O)N2CCOCC2)cc1NC(=O)/C=C/c1ccccc1	/	2%	/	0.4	69	-0.1%[50 µM]	/	/	/	6%
Cc1ccc(S(=O)(=O)C(C#N)c2nc3ccccc3nc2N2CCN(C)CC2)cc1 (stereo unspecified)	1%	-10%	1.1%	2.8	75	0.5%[50 µM]	?	9%	-3%	9%
COc1ccc2oc(CS(=O)c3ccccc3)c(C(=O)O)c2c1 (stereo unspecified)	0%	-4%	2.0%	-0.5	64	0.1%	0.6%	9%	-1%	10%
CCN(CC)CCNc1ncnc2c1[nH]c1ccc(OC)cc12	/	/	-2.0%	-0.3	53	/	0.1%	15%	/	/
Cc1ccc(/C=C2\Oc3cc(OC(=O)N4CCOCC4)ccc3C2=O)cc1	-6%	1%	0.8%	0.4	64	1.7%	-0.6%	2%	0%	4%
CCOC(=O)[C@H]1[C@H]2COc3cc(OC)ccc3[C@@H]2N2C(=O)CN(Cc3ccco3)C(=O)[C@@]12C	/	-4%	-0.6%	1.4	50	0.6%	/	/	/	8%
Nc1nc(/C=C/c2cccnc2)nc(-c2ccccc2O)n1	11%	1%	-0.8%	6.0	64	0.5%	0.2%	8%	-6%	10%
O=C(NCCc1csc(-c2ccc(C(F)(F)F)cc2)n1)c1cccs1	8%	-3%	-0.1%	2.5	56	7.0%	-0.3%	11%	10%	7%
CC(C)CNc1nc(Oc2ccc(=O)n(C)n2)nc(N2CCOCC2)n1	3%	-3%	-0.2%	0.9	38	0.3%	/	10%	0%	5%
COc1ccc(Cl)cc1S(=O)(=O)NC(C)C(=O)NCc1cccnc1 (stereo unspecified)	14%	-9%	0.4%	-0.2	47	0.1%	0.2%	3%	4%	-2%
CC(C)c1nnc2n1N=C(c1ccc(Cl)cc1)CS2	11%	1%	3.3%	0.4	56	0.8%	-1.0%	8%	4%	8%
CCOC(=O)c1c(C(C)(C)C)oc2ccc(O)cc12	2%	6%	0.1%	8.9	36	-1.1%	-0.2%	3%	2%	11%
Cc1cc(C)nc(NC(=O)c2ccc(Cl)c(Cl)c2)n1	10%	2%	0.7%	-0.4	73	0.5%	-0.2%	2%	-2%	8%
Cc1ccc(S(=O)(=O)NCC(=O)OC(C)C(=O)Nc2ncc(Cl)cc2Cl)cc1 (stereo unspecified)	17%	-2%	-0.7%	2.8	67	-1.1%	0.7%	15%	4%	5%
O=C(COC(=O)c1c[nH]c(=O)[nH]c1=O)Nc1ccccc1	48%	-5%	1.6%	-0.7	88	1.6%	0.8%	4%	3%	8%
O=C(Nc1ccc(-c2nc3ncccc3o2)cc1)c1ccc([N+](=O)[O-])o1	-28%	1%	2.3%	15	49	-1.2%	?	4%	4%	4%
Cc1nnsc1C(=O)NC1CCCc2c1cnn2-c1ccc(C(C)(C)C)cc1 (stereo unspecified)	1%	-6%	0.6%	3.0	54	0.2%	0.8%	15%	1%	6%
CC(=O)Nc1ccc(N/C=C/C(=O)c2ccccc2)cc1	14%	/	1.4%	-1.2	68	2.0%	-0.4%	6%	10%	24%
Fc1cccc(Cl)c1CSc1nnc2ccccn12	4%	-10%	0.0%	-1.0	48	-0.5%	-0.3%	11%	-3%	3%
COc1ccc(N(CC(=O)NC2CCCCC2C)S(=O)(=O)c2c(C)nn(C)c2C)cc1 (stereo unspecified)	0%	3%	1.2%	6.8	84	-1.8%	-0.9%	11%	-2%	-3%
CCOC(=O)N1CCN(S(=O)(=O)c2ccc(OCC)c(C)c2)CC1	-3%	-6%	?	-1.4	67	0.4%[50 µM]	-0.3%	-11%	4%	5%
CCOC(=O)C1(CCCc2ccccc2)CCN(C2CCN(C(C)=O)CC2)CC1	4%	0%	-1.6%	-1.0	46	0.2%	-1.5%	11%	1%	8%
CN1N=C(C(C)(C)C)CSC1=Nc1ccc(F)cc1	-7%	0%	0.7%	3.5	61	0.2%	0.4%	9%	2%	4%
COC(=O)CN1C(=O)CSc2ncccc21	-5%	3%	3.5%	-0.9	42	0.1%	0.2%	3%	-6%	11%
COc1cc(C(=S)N2CCCC2)ccc1O	-30%	-2%	-0.3%	1.3	51	1.2%	0.1%	?	-3%	25%
O=C(Nc1ccc(F)cc1F)NC1CCCc2ccccc21 (stereo unspecified)	11%	-1%	2.1%	-0.4	71	0.0%	-0.1%	2%	-5%	9%
CC(=O)c1cn(-c2ccc(Cl)cc2)c(=O)n(Cc2ccc(Br)cc2)c1=O	22%	-8%	-0.5%	4.5	50	0.3%	-1.0%	6%	0%	2%
Cc1ccc(-c2nnn(CC(=O)N(CC(=O)NC3CCCC3)c3ccc(F)c(Cl)c3)n2)o1	-2%	-4%	3.0%	1.2	39	1.1%	-0.5%	8%	1%	13%
Cc1[nH][nH]c(=O)c1N=Nc1ccccc1	-5%	6%	3.9%	-1.5	62	0.6%	0.7%	6%	-1%	7%
Fc1ccccc1CN1CCCC(NC2CCC2)C1 (stereo unspecified)	9%	4%	0.4%	-0.1	66	-0.8%	-0.5%	25%	3%	-7%
Cc1cc(C)n(C(N)=NC(=O)c2ccc([N+](=O)[O-])cc2)n1	?	-3%	3.9%	1.0	101	0.7%	-0.3%	4%	3%	4%
Cc1ccc(NC(=O)c2ccccc2SCC(=O)N2CCCC2)cc1S(=O)(=O)N(C)C	0%	-1%	3.1%	1.3	78	0.0%	-0.2%	17%	2%	9%
COc1ccc(C(=O)N(CC2CCCO2)C(C(=O)NC2CCCC2)c2ccc(C)cc2)cc1OC (stereo unspecified)	11%	-5%	2.8%	2.0	87	-0.2%	-0.5%	5%	-2%	8%
CC(=O)N(c1ccccc1)c1c(F)c(F)c(F)c(F)c1F	1%	0%	-0.7%	-1.0	75	0.3%	-0.3%	10%	-1%	3%	NS5 inhibitors pilot replicate=-6.4

Compounds were not picked by outcome; about 1.6% have a hit in one of these screens.
